TDP2 absorb: TDP2 (human) inhibition, absorbance primary screen | O95551 | inhibition, % at 12.8 µM | AID 720702 | recombinant TDP2, T5PNP hydrolysis, p-nitrophenol absorbance 415 nm | 370,000 compounds, 0.34% hits;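 active means inhibition above the mean of all tested compounds plus 3 SD, set per campaign, cut at about 25% in these data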;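 further: 0% = DMSO with enzyme and 100% = buffer with substrate but no TDP2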
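Assay system: Recombinant human TDP2 | Quantity: 120 nM TDP2 per well | Incubation: 2 h at 37 °C | Signal: Epi absorbance | Evaluation: Percent inhibition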
LEDGF integ inh: blocks HIV-1 LEDGF/p75-dependent DNA integration. TR-FRET IN-LEDGF/p75 DNA integration, Eu/Cy5. inhibition, % at 3.7 µM. 370,000 compounds, 0.64% hits;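 active means inhibition above the screen-wide mean plus 3 SD, cut at about 13% in these data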;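 further: signal is the Cy5 over europium emission ratio at 671 and 618 nm; 0% = plate median of compound wells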
ABHD4 inh: ABHD4 (mouse) inhibition, primary FP screen | inhibition, % at 8.92 µM | Q8VD66 | 370,000 compounds, 0.54% hits | purified mABHD4, FP-Rh probe fluorescence polarization | AID 720543;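 active means inhibition exceeding the mean over every tested compound plus 3 SD, cut at about 30% in these data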;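 further: 0% = plate median of compound wells and 100% = S159A mutant with DMSO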
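Assay system: wild-type mouse ABHD4 protein; compound: single nominal dose of 8.92 µM, 0.89% DMSO final; schedule: 45 min + 60 min at 25 °C; measured by: FP readout, ex 525 nm / em 598 nm; evaluation: % inhibition of FP-Rh probe binding versus controls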
Tn7 DDE FP: inhibitors of Tn7 peptide binding to human fibrin DD(E). 370,000 compounds, 0.13% hits. FP displacement of FITC-Tn7 peptide from fibrin DD(E); 0% = median of compound wells per plate. inhibition, % at 8.3 µM. AID 720508;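 active means inhibition above the mean of compounds falling within the control limits plus 3 SD of them, cut at about 14% in these data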;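 further: 0% = plate median of compound wells and 100% = 10 µM Aha-Tn7 peptide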
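assay system = human clot-derived fibrin DD(E) complex | quantity = Fibrin-DD(E) at 2 µM final | timing = 10 min preincubation, 3 h with tracer, room temperature | signal = fluorescence polarization | measure = percent inhibition | benchmarks = high control wells with 10 µM unlabelled Aha-Tn7 peptide (full inhibition) | replicates = singlicate testing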
UHRF1 MBD2 ctr: blocks human UHRF1 binding to methylated DNA; inhibition, % at 4.4 µM; Q96T88; UHRF1 binding to methylated oligo, TR-FRET; AID 687016; 370,000 compounds, 0.75% hits; in the data active means inhibition above about 21%;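 further: UHRF1 SRA domain binding a hemimethylated CpG hairpin DNA probe; 0% = median of test compound wells and 100% = reference inhibitor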
Target sequence (Q96T88 whole entry, looked up, the tested form may be a part): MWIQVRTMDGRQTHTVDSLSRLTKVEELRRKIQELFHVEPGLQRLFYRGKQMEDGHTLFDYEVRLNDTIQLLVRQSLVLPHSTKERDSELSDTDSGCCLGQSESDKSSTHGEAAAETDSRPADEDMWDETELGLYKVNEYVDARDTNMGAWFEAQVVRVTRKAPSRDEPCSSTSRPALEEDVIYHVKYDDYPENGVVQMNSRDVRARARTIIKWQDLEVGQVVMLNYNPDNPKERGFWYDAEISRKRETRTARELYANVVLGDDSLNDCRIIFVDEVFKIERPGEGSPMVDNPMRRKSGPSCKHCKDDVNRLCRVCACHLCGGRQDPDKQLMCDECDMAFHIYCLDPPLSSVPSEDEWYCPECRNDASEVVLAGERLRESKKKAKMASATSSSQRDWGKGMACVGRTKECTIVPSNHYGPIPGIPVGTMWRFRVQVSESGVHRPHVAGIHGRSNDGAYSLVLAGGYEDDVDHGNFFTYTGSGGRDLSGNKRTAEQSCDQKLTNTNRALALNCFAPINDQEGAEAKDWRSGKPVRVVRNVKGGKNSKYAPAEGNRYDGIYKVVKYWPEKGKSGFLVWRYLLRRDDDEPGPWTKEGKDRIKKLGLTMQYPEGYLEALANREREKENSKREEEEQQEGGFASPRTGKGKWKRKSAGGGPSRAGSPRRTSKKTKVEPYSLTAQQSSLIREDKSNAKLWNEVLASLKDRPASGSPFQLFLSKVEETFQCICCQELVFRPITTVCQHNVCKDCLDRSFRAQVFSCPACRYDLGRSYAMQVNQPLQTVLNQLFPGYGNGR
SIAE inh: blocks human sialic acid acetylesterase | Q9HAT2 | 370,000 compounds, 0.69% hits | inhibition, % at 9.66 µM | SIAE FP-Rh probe binding, fluorescence polarization;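 active means inhibition above a cutoff: mean of compounds within the control limits plus 3 SD of those, cut at about 17% in these data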;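 further: 0% = plate median of compound wells and 100% = probe without SIAE protein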
PG9 binder: small molecules binding HIV-1 gp120 antibody PG9 | AID 624416 | 360,000 compounds, 0.43% hits | inhibition, % at 6.7 µM | TR-FRET gp120-PG9 antibody binding; in the data active means inhibition above about 8.5%
TCR CD3 inh: inhibitors of human TCR-CD3 interaction; TAMRA-labeled TCR probe fluorescence, biochemical; inhibition, % at 9.4 µM; 360,000 compounds, 0.37% hits; AID 651800; in the data active means inhibition above about 19%;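 further: recombinant mutant TCR 2C K166C tagged with TAMRA read by polarization; 0% = receptor in buffer alone and 100% = receptor with positive control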
PRMT1 FP inh: PRMT1 (human) inhibition, primary screen. Q99873. recombinant PRMT1, activity-based probe fluorescence polarization. inhibition, % at 2.79 µM. 370,000 compounds, 1.3% hits. AID 652257;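 active means inhibition above about 21% made by adding two undisclosed values, limit read from the data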
HTRA1 inhibitor: blocks human HTRA1 serine peptidase; Q92743; recombinant HTRA1, FP-rhodamine activity-based probe, fluorescence polarization; inhibition, % at 5.96 µM; 340,000 compounds, 0.5% hits; AID 504803; in the data active means inhibition above about 36%;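 further: 0% = enzyme with DMSO and 100% = wells lacking enzyme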
* = called active by the depositor; . = no result given; & = joins results of further samples.

SMILES	TDP2 absorb	LEDGF integ inh	ABHD4 inh	Tn7 DDE FP	UHRF1 MBD2 ctr	SIAE inh	PG9 binder	TCR CD3 inh	PRMT1 FP inh	HTRA1 inhibitor
NS(=O)(=O)c1ccc(NC(=O)CN2CCN(S(=O)(=O)c3ccc(F)cc3)CC2)cc1	0	0	6	-2	-2	-1	-0.7	3	-1	1
NS(=O)(=O)c1ccc(N2N=C(c3ccccc3)CC2c2cccc(Br)c2)cc1 (centres undefined)	14	0	-24	-2	1	11	1.1	1	0	-20
C/C(N)=C(/C#N)C(=O)COC(=O)C1Cc2ccccc2CN1S(C)(=O)=O (centres undefined)	1&-2	2&3	2&10	-5&4	-3&1	-3&-4	-0.5&0.1	13&-3	-1&2	-1&1
COc1ccc(Cl)cc1S(=O)(=O)N(C)CC(=O)NCc1ccccn1	-10	-5	-9	1	7	3	-2.5	-1	13	5
COCCN(C(=O)COC(=O)C1COc2ccccc2O1)c1c(N)n(Cc2ccccc2)c(=O)[nH]c1=O (centres undefined)	1	-3	-16	3	3	-5	2.1	2	5	3
Cc1cc(C)cc(NC(=O)N2CCCC2C(=O)Nc2ccc(-n3cnnn3)c(C)c2)c1 (centres undefined)	3	3	6	-6	6	4	-0.7	-7	3	-3
CC(C)c1ccc2occ(-c3nn[nH]n3)c(=O)c2c1	6	4	0	1	1	4	-3.3	3	1	-3
Cc1ccc(C(=O)NCc2nnc(SCC(=O)Nc3sc4c(c3C#N)CCCC4)n2C)cc1	1	0	1	-5	5	5	-0.1	2	5	-2
Cc1ccc2cc(NC(=O)CC(CC(=O)O)c3ccccc3)ccc2n1 (centres undefined)	11	4	8	0	-2	1	-1.4	-4	-6	10
CC(C)C(=O)NNc1nc2ccccc2s1	-9	0	-2	10	4	-5	2.0	-4	2	-7
C#CCSc1nnc(-c2ccc(OC)cc2)o1	-3	-1	-14	0	7	-7	0.4	-3	7	-2
COc1cccc(N2CCN(C(=O)c3c(C)nn(-c4ccccc4)c3C)CC2)c1	-6	2	-4	-6	-2	1	-0.6	-1	-3	2
CC(C)(C)c1ccc(C(=O)Nc2ccc(Cl)cc2)cc1	10	-2	7	-5	0	-1	8.6*	-8	2	-5
OCCCCC#Cc1c(-c2ccsc2)sc2ccccc12	0	1	-25	-8	12	-18	-1.1	1	-1	-70
CCOCCc1nnc(NC(=O)Cc2c(F)cccc2Cl)s1	-5	-2	3	4	-3	-3	0.6	9	-1	1
Cc1cccc(N2CCN(Cc3cnc(Cl)s3)CC2C)c1 (centres undefined)	3	4	0	1	-1	5	-1.8	-3	3	4
CCCn1c(C(C)Nc2nc(-c3ccc(C)cc3)cs2)nc2ccccc21 (centres undefined)	-1	-1	10	-5	3	4	0.0	4	4	-20
CCOc1ccc(N(CC(=O)NCC2CCCO2)S(=O)(=O)c2ccc(Cl)cc2)cc1 (centres undefined)	-7	-1	2	-11	-3	4	1.1	-9	-3	0
COc1ccc(C(=O)C2CCCN(C(=O)COc3ccc(C(C)=O)cc3)C2)cc1F (centres undefined)	-2	-4	-1	-2	1	-5	1.2	-1	5	9
O=C(Nc1ncn[nH]1)c1ccc(Cl)c(S(=O)(=O)Nc2ccc(Cl)cc2)c1	-11	-2	-7	0	7	-3	1.1	-1	5	-7
Cc1c(NC(=O)c2noc3c2CCc2ccccc2-3)c(=O)n(-c2ccccc2)n1C	7	0	6	-7	-1	11	-0.1	-1	-2	-1
O=C(CNC(=O)c1cccc(N2C(=O)c3ccccc3C2=O)c1)Nc1ccc(F)c(F)c1	-2	-10	-8	0	1	-27	1.9	-8	5	-1
CCOc1ccc(NC(=O)COC(=O)COc2cccc3c2OC(C)(C)C3)cc1	-4	-1	0	2	3	-1	-1.9	-5	2	-6
COc1ccccc1NC(=O)C/C(C)=N/NC(=O)c1ccccn1	14	-1	0	4	-1	9	0.9	-3	-1	14
O=[N+]([O-])c1cc([N+](=O)[O-])c(Oc2cc(F)cc(F)c2)cc1NN1CCCCC1	7	0	-2	-5	-1	1	0.5	5	2	6
Clc1ccc(-c2ccnc(Oc3cc(Cl)ccc3Cl)n2)cc1	6	0	-6	2	0	-28	0.5	5	-2	0
COC(=O)c1ccc(CN2CCN(CC=C(C)C)C(CCO)C2)cc1 (centres undefined)	1	3	10	4	0	-3	-0.2	-3	1	6
Fc1cccc(CSc2ncnc3c2oc2ccccc23)c1	-14	3	2	2	2	3	-1.3	-4	1	8
CC(NC(=O)CN(C)S(=O)(=O)c1ccc(F)cc1)C1CC2CCC1C2 (centres undefined)	-12	-7	-2	3	1	3	2.9	-7	5	-3
COCc1cc(C(C)=O)ccc1OC	-17	-1	-2	-3	0	-6	1.4	-3	-2	11
CCCCC(=O)Nc1ccc(NC(=S)NC(=O)CC)cc1OC	5	-2	1	-4	1	-5	-0.4	1	1	2
CN(C)CCN(Cc1ccccc1)S(=O)(=O)c1ccc(-c2ccc(=O)[nH]n2)s1	-2	3	-2	3	0	2	-1.0	4	-1	-3
Cc1ccc(C(=O)NC(C)c2nnc(SCC(=O)NC3CCCC3)n2C)cc1 (centres undefined)	0	-4	6	6	3	8	-1.4	-3	3	1
CCC1(C)Cc2c(sc3nnn(Cc4ccccc4Cl)c(=O)c23)CO1 (centres undefined)	3	0	0	-4	0	-2	0.3	9	-3	-16
COc1cccc(CN(C)C(=O)c2csc3c2CCCC3)c1OC	8	1	-1	1	-3	1	-0.3	2	-4	4
CC1CCN(C(=O)c2[nH]cnc2C(=O)N[C@@H](C)C(=O)OCc2ccccc2)CC1	3	-3	2	2	-1	-1	1.3	-2	-4	12
NC(=O)N/N=C/c1c(Sc2nnnn2-c2ccccc2)nc2ccccn2c1=O	-12	5	1	2	-4	-7	-0.3	8	2	7
CC(C)(C)Nc1nc(Cl)nc(Nc2ccccc2)n1	2	2	1	-3	-1	-2	-2.3	0	7	-14
Cc1ccc(C)n1NC(=O)c1ccccc1Cl	-10	3	-1	-3	8	-8	1.7	-4	9	15
CCOc1ncccc1C(=O)Nc1cc2c(cc1Br)OCCO2	0	-4	10	4	1	-1	-1.3	-9	5	-6
O=Cc1c(N2CCCCC2)nc2ccccn2c1=O	1	2	2	5	2	5	0.1	7	3	.
O=C(CSc1nc(-c2ccco2)cc(C(F)(F)F)n1)N1CCCc2ccccc21	4	-1	4	0	0	-2	-0.4	-5	-1	2
O=S(=O)(NCc1ccccn1)c1ccc2ccccc2c1	0	-2	2	-3	-1	-2	-0.1	-8	5	-2
Cn1c(N)c(S(=O)(=O)NCc2ccccc2)c(=O)n(C)c1=O	8	3	2	-2	-2	2	-1.3	-1	-1	2
CSCC[C@H](NC(=O)c1ccc(Br)o1)c1nnc2ccccn12	8	0	6	3	5	5	-1.9	-3	1	3
CCc1ccc(C(O)(C(C)C)C(CN2CCOCC2)c2ccccc2)cc1 (centres undefined)	-3	-7	-1	6	3	-2	0.9	-7	9	-22
Cc1oc2ccc(OC(=O)c3cccs3)cc2c1C(=O)OC(C)C	2	2	-9	-2	-1	-1	-0.1	3	0	-18
COc1ccc(-c2csc3ncnc(N4CCN(c5cccc(OC)c5)CC4)c23)cc1	9	0	3	0	-4	9	1.1	1	-1	-3
Cc1cc(C)c(NC(=O)c2cc(S(=O)(=O)N3CCOCC3)ccc2F)c(C)c1	-28	2	-6	3	2	-9	1.1	-6	-1	-2
O=C(COC(=O)COc1ccc(Cl)cc1)Nc1ccc2c(c1)OCCO2	4	3	3	-3	-1	18*	-1.8	5	0	5

5 entries from above, ordered by formula weight, ascending:
SMILES	TDP2 absorb	LEDGF integ inh	ABHD4 inh	Tn7 DDE FP	UHRF1 MBD2 ctr	SIAE inh	PG9 binder	TCR CD3 inh	PRMT1 FP inh	HTRA1 inhibitor
O=Cc1c(N2CCCCC2)nc2ccccn2c1=O	1	2	2	5	2	5	0.1	7	3	.
Cc1oc2ccc(OC(=O)c3cccs3)cc2c1C(=O)OC(C)C	2	2	-9	-2	-1	-1	-0.1	3	0	-18
CCc1ccc(C(O)(C(C)C)C(CN2CCOCC2)c2ccccc2)cc1 (centres undefined)	-3	-7	-1	6	3	-2	0.9	-7	9	-22
O=C(COC(=O)COc1ccc(Cl)cc1)Nc1ccc2c(c1)OCCO2	4	3	3	-3	-1	18*	-1.8	5	0	5
O=C(CSc1nc(-c2ccco2)cc(C(F)(F)F)n1)N1CCCc2ccccc21	4	-1	4	0	0	-2	-0.4	-5	-1	2

Later entries.
SMILES	TDP2 absorb	LEDGF integ inh	ABHD4 inh	Tn7 DDE FP	UHRF1 MBD2 ctr	SIAE inh	PG9 binder	TCR CD3 inh	PRMT1 FP inh	HTRA1 inhibitor
COc1ccc(/C=N/NC(=O)c2snnc2C)c(OC)c1OC	-12	8	-1	-1	1	6	-0.6	-3	-5	3
Cc1ccc(-c2nnc(SCC(=O)c3ccc(O)c(O)c3)n2-c2ccc(Cl)cc2)cc1	-6	1	14	4	5	1	.	.	2	.
O=C1NCCN(Cc2ccc(F)cc2)C1CC(=O)N1CC=C(c2ccccc2)CC1 (centres undefined)	-2	-3	1	-7	-3	-2	-3.0	2	2	-8
c1ccc(-n2c(SCC3CCCCO3)nnc2-c2cnccn2)cc1 (centres undefined)	9	-1	6	6	-1	-2	1.0	1	-2	2
CCOC(=O)c1cn(Cc2cccc(Cl)c2)nn1	-7	0	7	5	1	-2	0.8	-1	-2	-1
CCOC(=O)C1=C(C)N(c2ccccc2)C(=O)/C1=C\c1ccco1	11	1	0	5	-1	5	-1.2	4	0	-8
O=C(Nc1ccccc1OC(F)F)C1CCCN1C(=O)c1cccs1 (centres undefined)	2	3	9	-3	1	-5	-2.1	2	1	-10
Cc1ccc(NC(=O)CSCc2c(C)noc2C)cc1C	4	-2	-5	0	-1	3	-2.6	-3	1	-1
CCC(=O)Nc1nnc(SCC(=O)Nc2ccc(F)cc2)s1	-5	-2	-2	3	3	-6	0.4	-3	1	-8
CC1(C)Cc2c(sc3nc(SCC(=O)N4CCOCC4)nc(N)c23)CO1	11	0	4	-1	-1	-6	0.7	0	8	-6
CC1(C(=O)NS(=O)(=O)c2cccc(OC(F)F)c2)CCN1C(=O)CC(c1ccccc1)c1ccccc1 (centres undefined)	-6	5	6	-4	-1	0	-0.5	2	-5	.
O=C(Nc1ccccc1)c1cc(C2CCCCN2S(=O)(=O)c2ccc(F)cc2F)on1 (centres undefined)	-8	1	-3	-5	-2	-2	-1.2	6	-3	.
COCCCNC(=O)C[C@H]1C[C@@]2(C(=O)OC)C(=C[C@H](C(C)C)O[C@@H]2C2CC2)N(CCC2=CCCCC2)C1=O	11	0	-2	5	0	4	.	.	-2	.
COC(=O)c1scc(S(=O)(=O)C(C)C)c1N/N=C(\C#N)C(=O)c1ccc(Cl)cc1	4	1	1	6	-1	9	1.2	4	-6	5

High-throughput results: PubChem, The Scripps Research Institute Molecular Screening Center
